Source: PubChem BioAssay
MCL1 BIM primary = inhibitors of human MCL1 binding to BIM-BH3 peptide; GST-MCL1 / FITC-Bim-BH3 fluorescence polarization; inhibition, % at 10.9 µM; 0.68% of 320,000 active; AID 2057;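 active = inhibition above the mean inhibition of all tested compounds plus 3 SD, set per campaign, cut at about 40% in these data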;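 also: 0% = DMSO wells and 100% = unlabeled Bim-BH3 peptide control; higher means more loss of mP so more displacement of Bim peptide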
Target sequence (Q07820 whole entry, looked up): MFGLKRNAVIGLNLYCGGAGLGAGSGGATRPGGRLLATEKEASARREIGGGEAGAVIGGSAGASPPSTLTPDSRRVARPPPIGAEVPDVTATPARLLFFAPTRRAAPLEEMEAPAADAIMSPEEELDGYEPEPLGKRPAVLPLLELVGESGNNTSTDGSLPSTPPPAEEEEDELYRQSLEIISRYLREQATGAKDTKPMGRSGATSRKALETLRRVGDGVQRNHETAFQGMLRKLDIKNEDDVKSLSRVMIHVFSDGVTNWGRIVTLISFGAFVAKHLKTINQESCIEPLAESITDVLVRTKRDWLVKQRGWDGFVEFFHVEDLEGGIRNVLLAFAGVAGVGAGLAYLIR
PAFAH1B2 FP inh = inhibitors of human PAFAH1B2; P68402; recombinant PAFAH1B2, FP-rhodamine activity probe, fluorescence polarization; 1.2% of 340,000 active; inhibition, % at 3.39 µM;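 active = inhibition above the mean of all tested compounds plus 3 SD, cut at about 24% in these data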;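 also: 0% = enzyme with DMSO and 100% = wells lacking PAFAH1B2; many of its hits are not listed in these tables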
GLD-1 RNA inh = GLD-1-TGE RNA interaction inhibition (C. elegans); purified GLD-1 + fluorescein TGE RNA, fluorescence polarization; AID 2280; 0.44% of 320,000 active; Q17339; inhibition, % at 5.96 µM;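 active = percent inhibition above a per-plate cutoff, the plate mean of test compounds plus 3 SD, cut at about 30% in these data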;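 also: 0% = DMSO wells with GLD-1 and probe and 100% = wells lacking GLD-1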
PME-1 inh = PME-1 (human) inhibition; Q9Y570; recombinant PME-1, FP-Rh probe fluorescence polarization; inhibition, % at 5.9 µM; 0.53% of 320,000 active; AID 2130;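 active = inhibition above the campaign mean of all compounds plus 3 SD, cut at about 26% in these data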;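 also: competitive labeling of PME-1 active site by serine hydrolase directed probe; 0% = PME-1 with DMSO and 100% = wells lacking PME-1 enzyme; inhibitors block probe labeling so polarization falls and inhibition rises; many of its hits are not listed in these tables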
Target sequence (Q9Y570 whole entry, looked up): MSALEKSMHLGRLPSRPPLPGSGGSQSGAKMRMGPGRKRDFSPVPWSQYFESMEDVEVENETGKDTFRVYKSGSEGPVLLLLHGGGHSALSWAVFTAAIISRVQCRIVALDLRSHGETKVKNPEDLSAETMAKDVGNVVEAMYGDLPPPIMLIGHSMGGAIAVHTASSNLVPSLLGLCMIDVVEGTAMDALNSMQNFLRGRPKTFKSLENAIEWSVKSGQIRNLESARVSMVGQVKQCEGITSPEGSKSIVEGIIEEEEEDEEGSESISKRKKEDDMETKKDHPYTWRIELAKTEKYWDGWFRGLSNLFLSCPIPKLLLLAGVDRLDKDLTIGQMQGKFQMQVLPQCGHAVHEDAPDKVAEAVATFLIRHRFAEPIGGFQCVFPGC
AHR act = activates the human aryl hydrocarbon receptor; P35869; activation, % at 5 µM; AID 2796; 2.5% of 320,000 active; AHR-responsive luciferase reporter cells, luminescence; in the data active = activation above about 47%;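 also: 0% = vehicle wells and 100% = reference agonist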
Bcl-xL primary = Bcl-xL (human) inhibition; 0.7% of 320,000 active; inhibition, % at 10.9 µM; GST-Bcl-xL / FITC-Bim BH3 peptide fluorescence polarization; Q07817; AID 2129;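 active = inhibition above the mean of all tested compounds plus 3 SD, cutoff set per campaign, cut at about 30% in these data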;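 also: 0% = DMSO wells and 100% = unlabeled Bim-BH3 peptide competitor; inhibitors lower millipolarization by displacing the labeled peptide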
Target sequence (Q07817 whole entry, looked up): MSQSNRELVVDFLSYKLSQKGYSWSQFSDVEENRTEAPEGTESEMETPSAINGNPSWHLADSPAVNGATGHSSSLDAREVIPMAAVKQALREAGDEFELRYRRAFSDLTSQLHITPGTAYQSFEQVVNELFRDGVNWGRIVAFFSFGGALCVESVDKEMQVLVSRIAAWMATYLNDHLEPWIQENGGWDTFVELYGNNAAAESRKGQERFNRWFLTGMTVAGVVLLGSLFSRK
MEX-5 binding = C. elegans MEX-5 TCR-2 RNA binding activity | MEX-5/FITC-TCR2 RNA binding, fluorescence polarization; hits give low values | 0.38% of 300,000 active | AID 1832 | activity score (negative = inhibition of binding), % at 10 µM | Q9XUB2;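 active = inhibition past about -25% in most replicates, and total fluorescence under double the plate's negative control median, limit read from the data; inconclusive = replicates evenly split on the limit, or fluorescence at least double controls; inactive = too little inhibition in most replicates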;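 also: 0% = DMSO and -100% = 5 µM competing unlabeled TCR2 RNA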
Fam108B counter = blocks mouse Fam108B hydrolase in RBBP9 counter-screen. recombinant Fam108B, FP-Rh probe fluorescence polarization. inhibition, % at 9.51 µM. 0.33% of 300,000 active. AID 1947;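 active = inhibition above the screen mean inhibition plus 3 SD, computed separately per campaign, cut at about 18% in these data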;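 also: inhibitors lower polarization as less probe binds the enzyme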
pPAFAH inh = pPAFAH (human) enzyme inhibition | Q13093 | recombinant pPAFAH, FP-rhodamine probe fluorescence polarization | inhibition, % at 3.39 µM | 1.5% of 330,000 active | AID 463082;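 active = inhibition above the mean inhibition across the screen plus 3 SD, cut at about 25% in these data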;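 also: inhibitors block binding of the rhodamine activity-based probe so polarization drops; 0% = enzyme with DMSO and 100% = wells lacking pPAFAH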
The depositor's hits bear a star. Only part of the results is shown; the hit share may differ from the screen's.

CC(=O)NNc1nc(-c2ccc(NC(C)=O)cc2)cs1 was read as MCL1 BIM primary 6.1, PAFAH1B2 FP inh -1.1, GLD-1 RNA inh 3.9, PME-1 inh 1.6, AHR act -1.3, Bcl-xL primary 4.3, MEX-5 binding 1.2, Fam108B counter -1.4 and pPAFAH inh 3.4.
For COc1ccccc1-c1nnc(SCC(=O)N2CCC(C)CC2)o1 the results were MCL1 BIM primary 1.5, PAFAH1B2 FP inh 3.2, GLD-1 RNA inh -5.8, PME-1 inh -0.1, AHR act 43.0, Bcl-xL primary -1.4, MEX-5 binding 0.5, Fam108B counter -3.6 and pPAFAH inh 3.2.
`CC(C)CCN(C(=O)CNC(=O)c1ccco1)C(C(=O)NC1CCCCC1)c1ccco1` (stereo unspecified) gave MCL1 BIM primary -1.6, PAFAH1B2 FP inh 10.3, GLD-1 RNA inh -3.1, PME-1 inh -4.6, AHR act 1.4, Bcl-xL primary -0.8, MEX-5 binding -2.0, Fam108B counter -0.5 and pPAFAH inh -4.8.
`O=C1C2ON(c3ccccc3)C(c3cccnc3)C2C(=O)N1Cc1ccccc1` (stereo unspecified) gave MCL1 BIM primary 9.6, PAFAH1B2 FP inh 8.6, GLD-1 RNA inh 0.4, PME-1 inh -0.6, AHR act -2.9, Bcl-xL primary 3.6, MEX-5 binding -1.3, Fam108B counter 6.2 and pPAFAH inh 8.8.
For CC(C)NS(=O)(=O)c1ccc(OCC(=O)Nc2cccc(F)c2)cc1 the results were MCL1 BIM primary 2.1, PAFAH1B2 FP inh -1.7, GLD-1 RNA inh 2.0, PME-1 inh -1.0, AHR act 5.0, Bcl-xL primary 3.2, MEX-5 binding 1.1, Fam108B counter -0.9 and pPAFAH inh 2.4.
`CCN(CC(=O)Nc1c(F)cccc1F)C(=O)c1ccc(S(=O)(=O)N2CCC(C)CC2)cc1` gave MCL1 BIM primary 2.1, PAFAH1B2 FP inh 0.0, GLD-1 RNA inh 0.1, PME-1 inh 8.0, AHR act -0.6, Bcl-xL primary 1.7 and pPAFAH inh -0.1.
CCN(CC)c1ccc(NC(=O)C2CCC(CNc3c(N4CCCC4)c(=O)c3=O)CC2)c(C)c1 (stereo unspecified) was read as MCL1 BIM primary -5.0, PAFAH1B2 FP inh -1.1, GLD-1 RNA inh -4.3, PME-1 inh 2.1, AHR act 1.4, Bcl-xL primary 0.5, MEX-5 binding -2.2, Fam108B counter -0.4 and pPAFAH inh 3.4.
For CCc1ccc(/C=C2/SC(=S)N(CCC(=O)Nc3cccnc3)C2=O)cc1 the results were MCL1 BIM primary 11.3, PAFAH1B2 FP inh 2.4, GLD-1 RNA inh -9.8, PME-1 inh 0.6, AHR act -1.0, Bcl-xL primary 3.6, MEX-5 binding inconclusive, Fam108B counter 2.6 and pPAFAH inh -2.4.
For COc1ccc([C@@H]2CC=C(C(=O)O)[C@H](c3ccc(C(C)(C)C)cc3)N2S(=O)(=O)c2ccc(C)cc2)cc1OC the results were PAFAH1B2 FP inh 13.2, GLD-1 RNA inh 4.3, AHR act -0.3 and pPAFAH inh 3.1.
Screening Cc1cccc(NC(=O)CNC(=O)CCc2nc3sc4c(c3c(=O)[nH]2)CCCC4)c1C returned MCL1 BIM primary 43.0*, PAFAH1B2 FP inh 1.2, GLD-1 RNA inh -11.4, PME-1 inh -6.7, AHR act 5.7, Bcl-xL primary 22.3, MEX-5 binding -5.9, Fam108B counter 8.6 and pPAFAH inh 21.3.
For C=CCNC(=O)c1onc(CSc2ccc(F)cc2)c1C(=O)NCCOC the results were MCL1 BIM primary 7.8, PAFAH1B2 FP inh 6.0, GLD-1 RNA inh -3.5, PME-1 inh -2.7, AHR act -0.9, Bcl-xL primary 7.8, MEX-5 binding -2.4, Fam108B counter -3.8 and pPAFAH inh -0.9.
Screening CN(C)S(=O)(=O)c1ccc(C(=O)OCC(=O)NCc2ccccc2)cc1 returned MCL1 BIM primary 0.6, PAFAH1B2 FP inh 1.9, GLD-1 RNA inh -1.0, PME-1 inh -6.3, AHR act 1.6, Bcl-xL primary 0.9, MEX-5 binding -1.2, Fam108B counter -3.3 and pPAFAH inh 2.0.
CCOc1ccc(N2CC(C(=O)NCCC3=CCCCC3)CC2=O)cc1 (stereo unspecified) was read as MCL1 BIM primary 2.3, PAFAH1B2 FP inh -0.6, GLD-1 RNA inh 10.7, PME-1 inh 1.0, AHR act -5.0, Bcl-xL primary 5.9, MEX-5 binding -0.7, Fam108B counter -0.8 and pPAFAH inh 4.9.
Screening COc1ccc(CCN(C)C(=O)c2ccc(S(=O)(=O)Nc3ccccc3F)cc2)cc1OC returned MCL1 BIM primary 6.4, PAFAH1B2 FP inh 3.4, GLD-1 RNA inh 0.1, PME-1 inh -2.3, AHR act 1.0, Bcl-xL primary 1.0, MEX-5 binding -8.4, Fam108B counter 0.6 and pPAFAH inh -3.3.
`COc1cc(/C=N/N=C2\CC3CCC2(C)C3(C)C)ccc1O` (stereo unspecified) gave MCL1 BIM primary -4.6, PAFAH1B2 FP inh 1.2, GLD-1 RNA inh 0.6, PME-1 inh 5.6, AHR act 10.8, Bcl-xL primary 3.3, MEX-5 binding -0.9, Fam108B counter 1.4 and pPAFAH inh -0.4.
For O=C(NN1C(=O)c2ccccc2NC1c1ccco1)c1ccccc1 (stereo unspecified) the results were MCL1 BIM primary 5.5, PAFAH1B2 FP inh 8.5, GLD-1 RNA inh -3.5, PME-1 inh 7.3, AHR act 2.1, Bcl-xL primary 5.6, MEX-5 binding -1.3, Fam108B counter -2.3 and pPAFAH inh 3.1.
Screening COC(=O)C1=C(C)NC(C)=C(C(=O)OCC2CCCO2)C1c1cccc(Br)c1 (stereo unspecified) returned MCL1 BIM primary 9.0, PAFAH1B2 FP inh 1.0, GLD-1 RNA inh 4.2, PME-1 inh -5.3, AHR act 17.5, Bcl-xL primary 1.9, MEX-5 binding 1.0, Fam108B counter -0.7 and pPAFAH inh 5.9.
Screening Cc1cc(NC(=O)c2ccco2)sc1C returned MCL1 BIM primary 8.5, PAFAH1B2 FP inh 4.0, GLD-1 RNA inh 3.2, PME-1 inh -1.4, AHR act 4.5, Bcl-xL primary -0.1 and pPAFAH inh -2.8.
For O=C(CCn1nc(-c2ccc(Cl)cc2)ccc1=O)NCCCN1CCCCCC1 the results were MCL1 BIM primary 4.6, PAFAH1B2 FP inh -1.7, GLD-1 RNA inh 0.2, PME-1 inh -3.0, AHR act 0.5, Bcl-xL primary -0.6, MEX-5 binding 0.3, Fam108B counter -2.5 and pPAFAH inh -7.5.
For C/C(=N/NC(=O)C1COc2ccccc2O1)c1ccc(Br)s1 (stereo unspecified) the results were MCL1 BIM primary -0.1, PAFAH1B2 FP inh 2.3, GLD-1 RNA inh 0.9, PME-1 inh -5.0, AHR act 4.0, Bcl-xL primary -0.1, MEX-5 binding -2.1, Fam108B counter -3.4 and pPAFAH inh 5.5.
For CC(c1ccccc1)N(C)CC(=O)NC(=O)NCCC1=CCCCC1 (stereo unspecified) the results were MCL1 BIM primary -2.7, PAFAH1B2 FP inh 7.8, GLD-1 RNA inh 2.9, PME-1 inh 4.4, AHR act -1.6, Bcl-xL primary -1.4 and pPAFAH inh 3.5.
C/C(=N\NC(=S)NC(C)C)c1ccc(C(C)(C)C)cc1 was read as MCL1 BIM primary 8.7, PAFAH1B2 FP inh 4.2, GLD-1 RNA inh 6.6, PME-1 inh -2.9, AHR act 5.7, Bcl-xL primary 4.0, MEX-5 binding 0.0, Fam108B counter -4.4 and pPAFAH inh 5.3.
`CC(C)N(CCCNC(=O)c1nn(C)c2c1CS(=O)(=O)c1ccccc1-2)Cc1ccccc1` gave MCL1 BIM primary 4.2, PAFAH1B2 FP inh -2.8, GLD-1 RNA inh 2.6, PME-1 inh 2.1, AHR act 0.0, Bcl-xL primary 5.8, MEX-5 binding -1.0, Fam108B counter 0.0 and pPAFAH inh 1.3.
For C[N+](C)(CCOc1ccccc1)Cc1ccccc1 (tested in a mixture with another compound) the results were MCL1 BIM primary 9.3, PAFAH1B2 FP inh 11.9, GLD-1 RNA inh -2.0, PME-1 inh 2.6, AHR act 2.4, Bcl-xL primary 5.9, MEX-5 binding 3.6, Fam108B counter 6.3 and pPAFAH inh 14.7.
For O=C(CC1NCCNC1=O)OCCCc1ccccc1 (stereo unspecified) the results were MCL1 BIM primary 3.4, PAFAH1B2 FP inh 4.4, GLD-1 RNA inh 9.8, PME-1 inh 3.9, AHR act -1.0, Bcl-xL primary -0.6, MEX-5 binding -1.6, Fam108B counter 2.7 and pPAFAH inh -1.4.
Screening CCNc1nc(NCC)n2c(SCC(=O)Nc3ccc(CC)cc3)nnc2n1 returned MCL1 BIM primary 16.2, PAFAH1B2 FP inh 14.1, GLD-1 RNA inh -4.6, PME-1 inh 2.0, AHR act 49.8*, Bcl-xL primary 2.4, MEX-5 binding -1.2, Fam108B counter -4.2 and pPAFAH inh 6.9.
For c1ccc2[nH]c(-c3cnco3)cc2c1 the results were MCL1 BIM primary 23.0, PAFAH1B2 FP inh 5.1, GLD-1 RNA inh 7.8, PME-1 inh 6.1, AHR act 41.0, Bcl-xL primary 19.7, MEX-5 binding 2.1, Fam108B counter 1.2 and pPAFAH inh 6.0.
CCCCC(=O)Nc1ccc(NC(=O)c2ccc([N+](=O)[O-])cc2Cl)cc1OC was read as MCL1 BIM primary 4.5, PAFAH1B2 FP inh 2.3, GLD-1 RNA inh 2.4, PME-1 inh -3.3, AHR act 11.7, Bcl-xL primary 3.0, MEX-5 binding 1.6, Fam108B counter -0.5 and pPAFAH inh 2.9.
COc1ccc(N(CC(O)Cn2c(C)nc3ccccc32)S(=O)(=O)c2ccc(C)cc2)cc1 (stereo unspecified) was read as MCL1 BIM primary 6.2, PAFAH1B2 FP inh 3.1, GLD-1 RNA inh 5.9, PME-1 inh -4.7, AHR act 1.6, Bcl-xL primary 3.1, MEX-5 binding 0.8, Fam108B counter 0.3 and pPAFAH inh 3.1.
Cc1ccc(C)n1CCN1CCN(C(=O)CSc2nc3ccccc3nc2N2CCOCC2)CC1 was read as MCL1 BIM primary -6.6, PAFAH1B2 FP inh -1.1, GLD-1 RNA inh -4.2, PME-1 inh -10.6, AHR act 2.3, Bcl-xL primary -0.8, MEX-5 binding 3.9, Fam108B counter -6.1 and pPAFAH inh -4.5.
Screening O=C(NCCC1=CCCCC1)C(=O)NCC(c1ccco1)N1CCN(c2ccc(F)cc2)CC1 (stereo unspecified) returned MCL1 BIM primary -5.7, PAFAH1B2 FP inh 2.5, GLD-1 RNA inh 3.1, PME-1 inh -1.2, AHR act -4.3, Bcl-xL primary -1.3, MEX-5 binding 2.5, Fam108B counter 1.2 and pPAFAH inh 7.2.
O=C1CCC(=O)c2oc3ccccc3c2N1 was read as MCL1 BIM primary 1.6, PAFAH1B2 FP inh -0.6, GLD-1 RNA inh 0.1, PME-1 inh 0.7, AHR act -0.1, Bcl-xL primary 2.7, MEX-5 binding -0.9, Fam108B counter -1.1 and pPAFAH inh 3.2.
For CCOC(=O)c1cnc(Cc2ccccc2)[nH]c1=O the results were MCL1 BIM primary 14.8, PAFAH1B2 FP inh 2.6, GLD-1 RNA inh -1.9, PME-1 inh -4.5, AHR act -1.0, Bcl-xL primary 7.0, MEX-5 binding -4.1, Fam108B counter 0.1 and pPAFAH inh -0.3.
